SKN-1 block – inhibitors of C. elegans SKN-1; C. elegans VP596 Pgst-4::GFP/RFP ratio, acrylamide-induced, 24 h; inhibition, % at 21.8 µM; actives 0.49% (n = 360,000);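 active means interference check ratio from 0.5 to 1.5 plus GFP to RFP signal ratio inhibition reaching or exceeding a fixed threshold, cut at about 30% in these data, passing the limit was not always enough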; further: some compounds called inactive have numbers as strong as hits
NRP1-CendR mod – NRP-1/CendR interaction modulation; O14786; FAM-RPARPAR peptide binding to NRP-1, fluorescence polarization; inhibition, % at 25 µM; actives 0.85% (n = 360,000); AID 602438;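 active means inhibition or corrected inhibition above about 18%, plus a signal ratio from 0.5 to 1.5, limit read from the data, passing the limit was not always enough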; further: strong numbers were not always called active
eLon inh – E. coli protease La inhibition; purified E. coli Lon protease, fluorescence polarization; inhibition, % at 7.94 µM; actives 0.42% (n = 360,000); in the data active means inhibition above about 13%, passing the limit was not always enough;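 further: 0% = enzyme with probe and DMSO and 100% = no enzyme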
MsrA act – activators of bovine methionine sulfoxide reductase A. purified bovine MsrA, absorbance read-out. activation, % at 10.6 µM. actives 0.3% (n = 360,000). AID 602163; in the data active means activation above about 7.5%;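 further: 0% = vehicle and 100% = reference activator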
MT1-MMP act inh – MT1-MMP (human) activation inhibition; P50281; GFP/RFP ratio change, % at 20 µM; HT1080 RFP-PRO-GFP cells, GFP/RFP ratio fluorescence, overnight; percent of plate control window, DMSO zero; AID 651647; actives 0.061% (n = 360,000);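 active means GFP/RFP ratio change of at least 30% with cell ATP level not reduced by more than half and red fluorescence within 50% of control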; further: strong numbers were not always called active
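Compound: 20 µM single dose, 1% DMSO / System: HT1080 RFP-PRO-GFP cells / Controls: DMSO and RFP-L50D-GFP cell wells / Read-out basis: GFP/RFP fluorescence ratio / Schedule: overnight compound exposure at 37 °C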
FAS-TE inh – inhibitors of human fatty acid synthase thioesterase domain. inhibition, % at 15 µM. P49327. recombinant FAS-TE, OMFH fluorogenic substrate, fluorescence endpoint. AID 602261. actives 0.67% (n = 360,000);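 active means compounds whose normalised, plate-corrected inhibition of enzyme fluorescence in the single-dose primary screen is 50% or more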;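 further: 0% = DMSO with enzyme and 100% = substrate without enzyme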
Rin1 Abl inh – inhibitors of human Rin1-Abl protein interaction | actives 0.4% (n = 360,000) | inhibition, % at 7.35 µM | P00519+Q13671 | TR-FRET Rin1/Abl binding, biochemical; in the data active means inhibition above about 5%, passing the limit was not always enough
MLLE-PAM2 inh – inhibitors of microRNA-mediated deadenylation, human PABP1 MLLE binding | GST-MLLE / FITC-PAM2 fluorescence polarization | inhibition, % at 20 µM | actives 0.36% (n = 360,000) | AID 588489; in the data active means inhibition above about 35%, passing the limit was not always enough;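 further: plate controls were DMSO wells with GST-MLLE for no effect and wells lacking GST-MLLE protein for full effect; some results filed as inactive read as strong as hits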
Neddylation inh – cullin neddylation inhibition | actives 0.58% (n = 360,000) | calls only at 25 µM | TR-FRET cullin neddylation, biochemical; in the data active means inhibition above about 36%
Target sequence (P61081 whole entry, looked up): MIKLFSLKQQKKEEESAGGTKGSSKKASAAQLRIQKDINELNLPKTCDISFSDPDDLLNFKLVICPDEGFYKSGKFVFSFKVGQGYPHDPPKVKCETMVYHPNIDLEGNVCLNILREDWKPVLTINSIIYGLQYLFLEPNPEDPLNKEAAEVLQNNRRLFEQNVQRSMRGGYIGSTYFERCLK
Target sequence (Q13564 whole entry, looked up): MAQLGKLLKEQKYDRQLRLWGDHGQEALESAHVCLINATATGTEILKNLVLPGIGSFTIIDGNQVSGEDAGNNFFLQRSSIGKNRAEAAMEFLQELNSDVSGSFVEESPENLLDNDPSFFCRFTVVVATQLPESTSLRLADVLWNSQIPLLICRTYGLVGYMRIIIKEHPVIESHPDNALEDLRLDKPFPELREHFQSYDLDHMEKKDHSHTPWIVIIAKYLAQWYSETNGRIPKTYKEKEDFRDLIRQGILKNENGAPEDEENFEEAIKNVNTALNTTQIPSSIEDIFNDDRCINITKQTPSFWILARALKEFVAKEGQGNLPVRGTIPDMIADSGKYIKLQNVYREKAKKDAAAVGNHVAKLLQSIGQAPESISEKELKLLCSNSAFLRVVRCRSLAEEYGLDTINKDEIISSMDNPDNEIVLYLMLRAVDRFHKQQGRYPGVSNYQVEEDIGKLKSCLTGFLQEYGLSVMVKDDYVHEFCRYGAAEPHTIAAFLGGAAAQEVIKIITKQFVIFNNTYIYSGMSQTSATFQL
Starred values were filed as active, the others as inactive; i = inactive; . = no result given. Random draw from the library; overall some 4% were active at least once.

nr	SMILES	SKN-1 block	NRP1-CendR mod	eLon inh	MsrA act	MT1-MMP act inh	FAS-TE inh	Rin1 Abl inh	MLLE-PAM2 inh	Neddylation inh
1	O=C(CN(C(=O)C1CSC(=O)C1)c1cccc(F)c1)NCc1ccc2c(c1)OCO2 (configuration not stated)	-5.8	6.6	6.3	-5.5	-1.0	36.4	2.6	-2.7	i
2	CCCC(c1nnnn1CCc1ccccc1)N1CCN(C2CCCC2)CC1 (configuration not stated)	15.4	0.8	-2.1	-2.7	-2.6	-7.9	-4.1	2.1	i
3	O=C(NN1C(=O)C2C3CCC(O3)C2C1=O)c1ccco1 (configuration not stated)	0.8	-3.7	-7.0	-7.6	4.2	-3.0	-1.6	-5.2	i
4	CCOC(=O)CC1CCCCN1Cc1cn[nH]c1-c1ccc(F)cc1F (configuration not stated)	-2.9	4.3	-6.0	-1.6	-7.1	-3.7	-4.1	11.1	i
5	COc1cccc(/C=N/NC(=O)CC(C)O)c1OC/C=C/c1ccccc1 (configuration not stated)	-17.1	7.2	2.0	-2.6	-7.5	-2.9	-1.4	-6.0	i
6	Cc1ccc(S(=O)(=O)CCC(=O)NCc2ccccc2Cl)cc1	21.2	-2.1	-0.4	-3.3	-1.0	-0.5	0.2	-4.2	i
7	CN1CCN(c2nc(-c3ccccc3)nc(-c3ccccc3)c2C#N)CC1	14.6	-5.4	-1.9	-1.8	-5.3	11.7	1.1	14.3	i
8	CC(C)NC(=O)c1ccc(-c2ccccc2C(F)(F)F)o1	25.2	1.1	-6.8	-3.3	1.3	1.6	5.0	-1.9	i
9	COc1ccc(-n2cc(-c3ccccc3)c3c(N4CC(C)OC(C)C4)ncnc32)cc1 (configuration not stated)	-1.4	8.1	-2.3	-1.7	-7.5	21.7	5.8	5.3	i
10	Cc1ccc(C)c(NC(=O)C2CCCN(c3cnccn3)C2)c1 (configuration not stated)	7.9	11.0	-1.4	-6.9	-2.6	-3.8	0.8	-7.0	i
11	CC1CCN(C2(O)C(=O)Nc3ccc(Cl)cc32)CC1 (configuration not stated)	-10.4	5.4	-16.4	-2.6	-4.2	-3.2	1.0	1.8	i
12	COc1cccc(-c2cnc(C(O)c3ccc(F)c(F)c3)[nH]2)c1 (configuration not stated)	6.8	11.8	3.6	0.7	2.1	1.4	0.7	-2.7	i
13	O=C(COC(=O)C1CC(=O)N(CCc2ccccc2)C1)c1ccc[nH]1 (configuration not stated)	-8.8	0.6	-8.2	-2.2	0.0	-6.8	-0.9	-20.5	i
14	O=C(CSc1ccc2nnc(-c3ccncc3)n2n1)NCc1ccco1	-6.6	-1.7	-2.0	0.3	-1.2	-3.7	-1.4	8.7	i
15	Cn1nc(C(=O)OCC(=O)Nc2ccc(S(N)(=O)=O)cc2)c2ccccc2c1=O	-5.7	3.6	-4.1	-1.4	1.6	-5.9	-2.7	-18.0	i
16	Cc1ccc(S(=O)(=O)N2CCCC(C(=O)NCC3CCCO3)C2)cc1 (configuration not stated)	24.9	9.7	3.9	-1.9	-1.6	-7.6	1.6	-3.1	i
17	Cc1ccc2nc(-c3ccccc3)cc(C(=O)N3CCN(c4ccccc4O)CC3)c2c1	-0.4	5.8	-3.3	-2.3	-2.5	15.7	0.5	-17.9	i
18	O=C1NCC2=C1C(c1ccc(Br)cc1)Nc1ccccc1N2 (configuration not stated)	6.9	-8.9	-3.7	-1.4	1.8	0.6	-4.2	-7.7	i
19	CCOc1ccc(S(=O)(=O)N2CCN(Cc3ccc4c(c3)OCO4)CC2)cc1C	11.6	4.4	-2.6	-1.1	1.5	23.0	-1.9	-8.2	i
20	CC1CCCN(C(=O)c2ccc(CNc3c(N4CCCCC4)c(=O)c3=O)cc2)C1 (configuration not stated)	8.7	-4.0	1.6	2.1	-4.0	-0.9	-5.4	11.1	i
21	Cc1ccc(N(Cc2ccccc2)C(=O)c2ccc(C)c(S(=O)(=O)N3CCOCC3)c2)cc1	-1.7	-1.3	12.2	0.6	0.3	26.7	1.0	6.2	i
22	CC(O)(c1ccccc1)c1nc(-c2ccc(Cl)cc2)cs1 (configuration not stated)	8.3	-4.9	10.6	-7.9	10.7	18.8	2.0	-3.9	i
23	CCSc1nc2c(cnn2-c2ccc(C)cc2)c(=O)[nH]1	-11.9	-2.8	1.9	-0.2	3.6	-3.8	-3.5	-5.4	i
24	COCCCN1C(=O)c2ccc(C(=O)OCC(=O)NCCc3ccccc3)cc2C1=O	0.4	1.3	2.0	-4.4	0.6	-1.7	-1.4	10.1	i
25	COc1ccc(CN(C)C(=O)C2CC(=O)N(c3ccc4c(c3)OCCO4)C2)cc1 (configuration not stated)	5.9	-14.6	-16.5	0.3	0.7	-9.3	0.5	-4.2	i
26	CCN(CC)CCOc1ccccc1C(C)=O	-0.2	8.1	-1.3	-8.9	10.7	-6.6	2.4	-1.3	i
27	CC1(C)Cc2c(cnn2-c2ccccc2)C(NC(=O)CCCN2CCCCC2=O)C1 (configuration not stated)	2.2	-3.8	-2.8	-2.9	-1.3	-5.3	-0.7	-6.2	i
28	COc1ccc(C(=O)N[C@H](C(=O)N2CCN(c3ccccc3F)CC2)C(C)C)cc1	-4.2	-4.6	7.4	-4.3	-7.0	6.3	-3.6	17.1	i
29	Nc1cc(Oc2ccc(Cl)cc2Cl)nc(N)n1	-4.8	-4.9	-3.8	-9.1	3.6	-6.4	-3.2	2.2	i
30	COc1cc(OC)cc(C(=O)NC(C(=O)Nc2ccc3c(c2)CCC3)C(C)C)c1 (configuration not stated)	-12.0	6.0	-20.5	-1.3	-29.2	10.4	1.4	-8.7	i
31	CCN1CCN(c2nc3c(C)cccn3c(=O)c2/C=C(\C#N)C(=O)NC)CC1	-12.2	12.1	11.8	-8.9	-2.9	3.5	-3.4	2.1	.
32	CC(C(N)=O)N1C(=O)c2cccc3cccc1c23 (configuration not stated)	-12.2	-7.0	-1.1	-2.2	1.5	-7.7	-3.8	5.5	i
33	CC1CCN(C(=O)Cn2c3ccc(F)cc3c3nc4n(c(=O)c32)CCCS4)CC1	0.9	20.9	-8.9	-3.3	-9.7	5.5	0.8	6.6	i
34	Cc1ccc(C(=O)N2CC(=O)Nc3ccc(F)cc3C2c2ccccc2)cc1[N+](=O)[O-] (configuration not stated)	-5.4	0.7	-1.5	-4.9	-8.3	25.4	-1.9	8.3	i
35	CNC(=S)N(CCc1c(C)[nH]c2ccccc12)Cc1ccco1	-0.2	5.9	-4.0	-0.9	-2.0	4.5	-2.6	-127.3	i
36	O=C(c1ccc([N+](=O)[O-])cc1)N1CCSC1c1ccccc1Cl (configuration not stated)	-6.1	8.5	4.0	-7.7	2.7	8.0	-3.5	4.4	i

The final four entries of the part before are carried over, then new ones follow:
nr	SMILES	SKN-1 block	NRP1-CendR mod	eLon inh	MsrA act	MT1-MMP act inh	FAS-TE inh	Rin1 Abl inh	MLLE-PAM2 inh	Neddylation inh
33	CC1CCN(C(=O)Cn2c3ccc(F)cc3c3nc4n(c(=O)c32)CCCS4)CC1	0.9	20.9	-8.9	-3.3	-9.7	5.5	0.8	6.6	i
34	Cc1ccc(C(=O)N2CC(=O)Nc3ccc(F)cc3C2c2ccccc2)cc1[N+](=O)[O-] (configuration not stated)	-5.4	0.7	-1.5	-4.9	-8.3	25.4	-1.9	8.3	i
35	CNC(=S)N(CCc1c(C)[nH]c2ccccc12)Cc1ccco1	-0.2	5.9	-4.0	-0.9	-2.0	4.5	-2.6	-127.3	i
36	O=C(c1ccc([N+](=O)[O-])cc1)N1CCSC1c1ccccc1Cl (configuration not stated)	-6.1	8.5	4.0	-7.7	2.7	8.0	-3.5	4.4	i
37	COc1ccc(CN(C)C(=O)CCNS(=O)(=O)c2ccccc2)c(OC)c1	18.0	28.6*	-3.9	-8.4	6.7	-5.9	1.2	18.9	i
38	O=C(CSc1nnc(COc2cccc3cccnc23)o1)N1CCN(C(=O)c2ccco2)CC1	-15.1	4.5	-3.4	-4.3	0.1	-7.8	-0.7	-8.2	i
39	Cc1ccc(SCC(=O)OCC(=O)N(CCC#N)c2ccccc2)cc1	-1.8	31.3*	-13.0	-2.9	-1.7	1.7	2.3	5.5	i
40	CCc1ccc(C(=O)NNC(=O)CCc2nc3ccccc3c(=O)[nH]2)cc1	7.8	-42.3	-11.0	5.1	-8.0	-3.6	0.6	-12.1	i
41	CCCCCn1c(SCC#N)nc2cc(C(=O)NCC3CCCO3)ccc2c1=O (configuration not stated)	-5.0	-11.4	7.6	-9.2	-0.5	-2.4	-4.4	-5.6	i
42	COc1cccc(OCc2cc(C(=O)N3CCN(c4ccccc4OC)CC3)no2)c1	8.9	1.1	-5.3	0.4	14.7	9.9	-1.4	13.3	i
43	CC(=O)c1oc2ccccc2c1NC(=O)CCCN1C(=O)c2ccccc2C1=O	-1.5	-10.8	-8.3	-3.0	0.3	1.1	2.0	4.2	i
44	O=C(NCc1ccc2c(c1)OCO2)c1nnc(Cc2ccc(F)cc2)o1	-21.2	4.1	-12.8	-0.6	1.7	3.4	3.2	13.7	i
45	CCn1c(O)c(/C=N/N=C/c2ccccc2)c2ccc(C3=NNC(=O)CC3)cc21	-65.7	133.1	-79.4	-3.4	-11.9	-59.4	-5.1	-35.6	i
46	COC(=O)c1c(-c2ccc(N(C)C)cc2)oc2c1C(OC)CCC2 (configuration not stated)	8.1	8.5	1.9	-2.5	-1.0	3.9	.	.	.
47	O=C(NC(=S)NNC(=O)c1ccccc1O)c1cccc([N+](=O)[O-])c1	16.2	-3.6	-1.2	0.8	-2.5	2.3	2.3	25.5	i
48	CCOC(=O)C1=C(C)NC(=O)NC1c1cc(Br)c(O)c(OC)c1 (configuration not stated)	-6.9	7.6	-12.4	2.1	5.1	-3.1	1.2	-1.4	i
49	O=C1NC[C@@H](CCCCN2C[C@H](Cc3ccc(O)cc3)N(Cc3ccccc3)C(=O)C2=O)N(Cc2ccccc2)C1=O	8.9	-3.8	-9.4	-1.1	2.3	-8.0	.	.	i
50	O=C(Cc1ccccc1)NCCS(=O)c1ccc(Cl)cc1 (configuration not stated)	2.9	-7.8	6.0	-1.7	-5.5	-6.6	-6.0	12.1	i
51	O=C(NCCCc1nc2ccccc2[nH]1)c1cccs1	-1.9	-1.3	2.1	-2.3	2.4	-6.1	-1.3	-11.6	i
52	O=C(NCCCN1CCN(c2ccccc2F)CC1)C1CCN(S(=O)(=O)c2cccs2)CC1	4.6	-9.5	2.2	-4.9	17.1	-0.4	1.7	-3.5	i
53	Cc1ccc(S(=O)(=O)N2CCN(C(=O)n3ccnc3)CC2)cc1	3.1	5.3	-12.0	-4.3	1.7	5.2	4.4	-3.4	i
54	CCOc1ccc(NC(=O)C2=NN(c3ccccc3)C(=O)CC2)cc1S(=O)(=O)N1CCCCC1	-11.4	0.2	-14.4	-3.4	-1.2	19.1	1.6	-13.6	i
55	CCOC(=O)c1cnn2c(N)c(C#N)nnc12	-3.8	-10.3	-12.1	-6.8	8.4	-8.8	-3.1	1.0	i
56	COc1ccccc1C(=O)NCCC(=O)NN1C(=O)NC2(CCCCC2)C1=O	4.1	-2.8	-5.6	-2.8	-1.7	-6.7	0.9	-2.0	i
57	O=c1c2c(O)cc(O)cc2oc2ccc(O)c(O[C@@H]3O[C@H](CO)[C@@H](O)[C@H](O)[C@H]3O[C@H]3O[C@H](CO)[C@@H](O)[C@H](O)[C@H]3O)c12	2.7	3.8	-4.5	-2.4	6.0	-0.7	-1.8	9.1	i
58	Cc1csc2nc(O)c(C(=O)NCC3CCCO3)c(=O)n12 (configuration not stated)	0.1	4.2	12.1	1.7	2.3	-1.8	1.1	6.5	i
59	O=C(NCCCn1ccnc1)c1cc2cc([N+](=O)[O-])ccc2oc1=O	-0.7	-9.4	-16.0	-5.5	-1.3	3.9	-4.2	5.5	i

Screening results (PubChem BioAssay)
